NTMT1 inh: NTMT1 methyltransferase inhibition | Q9BV86 | NTMT1 MTase-Glo SAH luminescence, purified enzyme | Potency, µM (series often up to 114 µM), inactives show top-dose activity change, negative = inhibition, actives largely listed as inhibitors | hit rate 2.5% among 59,000 | AID 1645870;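 further: potency means the concentration at half of the fitted maximal effect; plate controls were DMSO vehicle for no effect and no enzyme for full effect; nearly all actives have a fitted effect of over 65% in size; many of its hits are not listed in these tables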
p53null 32C kill: kills p53 null cells at the permissive temperature. AID 903. H1299-neo p53 null cells, ATP luminescence, 24 h, 32C. Potency, µM (doses to about 46.1 µM), inactives show at the top dose activity change, negative = cytotoxicity, actives largely listed as cytotoxic. hit rate 0.62% among 55,000;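 further: potency means the concentration at half of the fitted maximal effect; 0% = DMSO only and -100% = full killing by 100 µM tamoxifen; nearly all actives have a fitted effect of over 55% in size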
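Overnight 37C seeding (600 cells/well) of H1299-neo preceded a 24 hr, 32C exposure to compounds up to 46 uM. ATP levels, read by luminescence after 20 min at RT, indicated surviving cells.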
GALK inh: GALK (human) enzyme inhibition | Potency, µM (doses to about 57.5 µM), for inactives: at the top dose activity, negative = inhibition, most hits filed as inhibitors | P51570 | recombinant GALK, Kinase-Glo ATP luminescence, 1 h | 44,000 tested, under 10 active | AID 1347072;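 further: plate controls were full GALK reaction for no effect and reaction lacking GALK for full effect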
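Luminescent ATP-depletion readout (Kinase-Glo Plus, 10 min) after 1 h RT reaction of 5 nM GALK, 35 uM ATP, 100 uM galactose, pH 8.0 HEPES buffer. Decreased kinase activity scored as inhibition.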
p53null 39C kill: kills p53 null cells at the nonpermissive temperature. Potency, µM (series often up to 46.1 µM), without a hit: top-dose activity, negative = cell killing, most hits filed as cytotoxic. H1299 p53-null (neo) cells, 39C, ATPlite viability, 24 h. hit rate 0.97% among 55,000;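 further: potency means the concentration at half of the fitted maximal effect; 0% = DMSO only and -100% = full killing by 100 µM tamoxifen; nearly all actives have a fitted effect of over 50% in size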
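Luminescent ATP signal reported cell survival after H1299 lines (neo, p53 null; or p53 A138V) received up to 46 uM compound and 24 hr incubation at 39C.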
TSG101-PTAP inh: blocks PTAP binding to human TSG101, validation. Q99816. 44,000 tested, under 10 active. Potency, µM (titrated, usually from 115 µM), for inactives: at the highest dose activity change, negative = inhibition, hits mostly inhibitors. Fluorescence polarization, FITC-PTAP peptide/Tsg101, 20 min; further: potency means the concentration at half of the fitted maximal effect; 0% is about no effect
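Steps: Tsg101 binding domain (10 uM final) in HEPES pH 7.5/NaCl/Tween 20/EDTA/TCEP; add compound; add FITC-PTAP peptide (50 nM final); incubate 20 min r.t.; read polarization.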
B2AR arrestin ag: ADRB2 beta-arrestin recruitment; 44,000 tested, under 10 active; P07550; HTLA Tango cells, beta-arrestin recruitment, luciferase luminescence, 18 h; Potency, µM (titrated, usually from 46.1 µM), for inactives: at the highest dose activation, actives largely listed as activators; AID 1347077;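 further: potency means the concentration at half of the fitted maximal effect; 0% = DMSO and full agonism = EC100 isoproterenol or metaproterenol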
Target sequence (P07550 whole entry, looked up): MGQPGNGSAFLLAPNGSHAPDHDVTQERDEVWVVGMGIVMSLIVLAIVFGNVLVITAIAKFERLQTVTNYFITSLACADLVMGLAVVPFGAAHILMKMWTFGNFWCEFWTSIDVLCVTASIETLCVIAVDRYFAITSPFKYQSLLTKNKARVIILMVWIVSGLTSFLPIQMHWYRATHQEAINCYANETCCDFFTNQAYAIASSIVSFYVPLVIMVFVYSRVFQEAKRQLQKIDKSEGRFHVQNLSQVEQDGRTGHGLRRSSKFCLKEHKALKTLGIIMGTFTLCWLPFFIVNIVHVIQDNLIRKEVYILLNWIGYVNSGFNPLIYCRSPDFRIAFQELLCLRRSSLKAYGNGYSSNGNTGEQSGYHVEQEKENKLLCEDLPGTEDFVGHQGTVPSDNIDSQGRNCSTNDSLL
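Luminescence read-out: arrestin recruitment to recombinant beta2-AR releases tTA, inducing luciferase. Cells exposed 18 hr at 37 degrees C to up to 46 microM compound; %Activity from corrected signal, concentration-response curves classified by r2, magnitude and efficacy.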
FH mod: Identification of activators of human fumarate hydratase by quantitative high-throughput screening | FH coupled MDH/diaphorase resazurin fluorescence, 15 min | Potency, µM (titrated, usually from 79.9 µM), without a hit: top-dose activity change, negative = inhibition, most hits filed as inhibitors | hit rate 0.22% among 54,000 | AID 1347055, 2019; further: potency means the concentration at half of the fitted maximal effect; on the % scale 0 is the no-effect control and ±100 the full control effect; the screen sought activators but most active calls are inhibition curves; nearly all actives have a fitted effect of over 45% in size
Target sequence (P07954 whole entry, looked up): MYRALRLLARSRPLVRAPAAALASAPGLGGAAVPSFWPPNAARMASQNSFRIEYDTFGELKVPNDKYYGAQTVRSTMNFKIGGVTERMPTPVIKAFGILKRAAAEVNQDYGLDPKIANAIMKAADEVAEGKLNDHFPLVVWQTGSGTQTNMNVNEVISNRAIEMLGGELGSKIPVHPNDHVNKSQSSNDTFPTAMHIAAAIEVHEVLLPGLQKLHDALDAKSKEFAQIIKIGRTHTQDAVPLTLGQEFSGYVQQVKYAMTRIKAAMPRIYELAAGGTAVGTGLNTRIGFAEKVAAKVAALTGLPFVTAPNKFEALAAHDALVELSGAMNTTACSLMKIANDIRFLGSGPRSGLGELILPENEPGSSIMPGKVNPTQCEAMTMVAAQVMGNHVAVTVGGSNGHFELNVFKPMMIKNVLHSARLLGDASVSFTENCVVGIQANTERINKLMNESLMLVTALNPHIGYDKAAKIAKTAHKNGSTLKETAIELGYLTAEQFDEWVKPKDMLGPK
Active calls of the source: *; ? = inconclusive; / = no result given; [ ] = another dose, or the depositor's remark. The call rests on the fitted dose curve; in most records, active means well fitted curve in the direction sought with a large enough effect; inconclusive means small, poorly fitted or top-dose-only effect, or another doubt; inactive means no such curve, though single readings can be large; an effect the other way counts as inactive or inconclusive.

1. CCc1ccc(NC(=O)c2cc(S(=O)(=O)N3CCCC3)ccc2F)cc1
2. CCN(CC)C(=O)Cn1c(=O)n(CC2CCC(C(=O)NC)CC2)c(=O)c2sccc21 (configuration not stated)
3. CCC(=O)N1CCc2cc(S(=O)(=O)NC(Cc3ccccc3)C(=O)NCc3ccc(C)cc3)ccc21 (configuration not stated)
4. COc1ccc(NC(=O)C2CCCN2S(=O)(=O)c2cccc3cccnc23)cc1OC (configuration not stated)
5. Cc1ccc(NC(=O)Nc2nnc(N3CCCC3)s2)cc1C
6. COc1cc(OC)cc(C(=O)Nc2cc3c(cc2N2CCOCC2)n(C)c(=O)n3C)c1

entry no.	1	2	3	4	5	6
NTMT1 inh	6.7%	-0.1%	-9.6%	8.7%	-13.5%	/
p53null 32C kill	-6.8%	-2.1%	9.2%	6.9%	3.8%	-4.4%
GALK inh	-0.7%	-0.5%	7.4%	-1.5%	1.6%	-7.8%
p53null 39C kill	-11.3%	2.0%	-2.3%	-27.9%	-8.1%	-19.1%
TSG101-PTAP inh	-1.9%	0.8%	-4.9%	-0.9%	-4.6%	0.0%
B2AR arrestin ag	0.3%	0.2%	0.9%	0.1%	-1.9%	0.7%
FH mod	-8.7%	-6.4%	-6.6%	-3.5%	4.3%	/

7. COC(=O)c1cc(-c2ccc(OC)c(OC)c2)c2c(=O)[nH]c(=O)n(C)c2n1
8. O=C(CSc1nccn1C1CCCC1)Nc1cccc(F)c1
9. O=C(NCCc1ccc(Cl)cc1)C1(c2cccs2)CCOCC1
10. Cc1ccc(C(=O)c2cn(CC(=O)Nc3ccc(C)cc3Cl)c3nc(C)ccc3c2=O)cc1
11. CC(=O)Nc1nonc1-c1nnc(SCC(=O)Nc2c(C)cccc2C)n1-c1ccccc1
12. Cc1cc(=O)n(Cc2ccc(F)cc2Cl)c2c1c(C)nn2C

entry no.	7	8	9	10	11	12
NTMT1 inh	-0.3%	-0.6%	3.5%	-14.8%	2.0%	-8.4%
p53null 32C kill	2.1%	-1.0%	-0.6%	4.3%	-10.7%	-9.8%
GALK inh	-2.8%	1.2%	-2.2%	1.0%	0.0%	1.4%
p53null 39C kill	-24.1%	19.0%	6.3%	-3.4%	25.4%	-10.3%
TSG101-PTAP inh	-0.6%	2.0%	-9.2%	10.1%	-2.4%	-6.3%
B2AR arrestin ag	-3.0%	-0.2%	0.4%	0.1%	0.8%	-0.2%
FH mod	10.5%	0.7%	-2.6%	4.2%	-14.8%	-3.4%

13. CCC(C)(C)C1CCc2c(sc(NC(=O)C3c4ccccc4Oc4ccccc43)c2C(N)=O)C1 (configuration not stated)
14. COc1ccc(N2CCN(CCCNC(=O)c3nnc(Cc4ccc(F)cc4)o3)CC2)cc1
15. COc1ccccc1Cc1nc2ccccc2nc1SCC(=O)Nc1cccc(Cl)c1C
16. CCOC(=O)c1ccc(NS(=O)(=O)c2cc(Br)cc3c2N(C(C)=O)C(C)C3)cc1 (configuration not stated)
17. COc1ccc(-n2ncc(C(=O)Nc3ccc(C)cc3Cl)c2C2CCN(C(=O)OC(C)(C)C)CC2)cc1
18. CCOc1ccc(-n2c(CC)nc3c(cnn3-c3ccc(Cl)cc3)c2=O)cc1

entry no.	13	14	15	16	17	18
NTMT1 inh	?	-2.1%	8.3%	-1.0%	0.5%	16.6%
p53null 32C kill	-1.8%	6.8%	5.9%	8.5%	9.1%	10.2%
GALK inh	3.0%	-1.4%	-1.5%	5.4%	0.5%	-2.1%
p53null 39C kill	0.7%	8.7%	18.4%	22.3%	43.3%[activator]	8.5%
TSG101-PTAP inh	-6.5%	-0.6%	1.3%	1.3%	-2.7%	-6.1%
B2AR arrestin ag	0.8%	0.4%	-0.7%	-2.0%	4.5%	-0.8%
FH mod	-1.6%	-6.5%	-2.2%	-6.1%	-23.3%	-12.7%

19. CCN(c1cccc(C)c1)S(=O)(=O)c1cc(Br)cc2c1N(C(C)=O)C(C)C2 (configuration not stated)
20. Cc1ccc2oc(-c3ccc(C)c(NC(=O)c4ccc5c(c4)OCCO5)c3)nc2c1
21. Cc1cccc(NS(=O)(=O)c2ccc3c(c2)[C@H]2C=CC[C@H]2[C@@H](c2ccc(F)cc2)N3)c1
22. CCc1ccc(S(=O)(=O)c2cnc(SCC(=O)Nc3ccc(OC)cc3OC)[nH]c2=O)cc1
23. CC1CCCN(C(=O)CCS(=O)(=O)c2cc3c(cc2Cl)NC(=O)CO3)C1 (configuration not stated)
24. O=C(CSc1nc2c([nH]c3ccccc32)c(=O)n1-c1ccc(F)cc1)N1CCc2ccccc21

entry no.	19	20	21	22	23	24
NTMT1 inh	3.6%	-20.0%	12.4%	-18.0%	-1.9%	?
p53null 32C kill	38.3%[activator]	-3.3%	43.8%[activator]	1.3%	18.9%	-6.0%
GALK inh	3.8%	0.0%	0.0%	6.1%	-10.2%	0.5%
p53null 39C kill	11.6%	-24.9%	18.4%	13.6%	-12.0%	13.0%
TSG101-PTAP inh	-2.3%	-8.7%	-12.2%	-3.7%	-2.8%	3.5%
B2AR arrestin ag	-0.8%	0.2%	-2.1%	-1.8%	-0.8%	-0.4%
FH mod	-31.2%	-1.8%	-6.0%	-22.6%	-7.5%	7.4%

25. COc1cc(Cl)c(C)cc1NC(=O)c1cn(CC(C)C)c(=O)c2cc(OC)c(OC)cc12
26. COc1ccc(CNC(=O)C2CCCN(S(=O)(=O)N(C)c3ccc(F)cc3)C2)cc1OC (configuration not stated)
27. CCCCN(C)C(=O)C1CCC(Cn2c(=O)[nH]c3ccsc3c2=O)CC1 (configuration not stated)
28. O=C(Nc1nc(-c2ccc(Br)cc2)ns1)c1ccccc1F
29. CCOc1cc(CNS(=O)(=O)c2ccc3c(c2)C(C)(C)C(=O)N3)cc(OCC)c1OCC
30. COc1ccc(NC(=O)c2cc3c(=O)[nH]c4ccccc4c3n2C)cc1Cl

entry no.	25	26	27	28	29	30
NTMT1 inh	?	4.5%	-2.2%	2.0%	-0.7%	0.6%
p53null 32C kill	1.5%	-4.7%	17.3%	-17.6%	-0.5%	4.2%
GALK inh	-3.9%	4.1%	0.0%	-6.2%	0.7%	1.0%
p53null 39C kill	14.4%	1.4%	21.1%	-11.1%	32.7%[activator]	-1.5%
TSG101-PTAP inh	69.0%[activator]	-3.2%	1.8%	0.2%	-1.0%	-0.3%
B2AR arrestin ag	0.7%	-1.0%	0.4%	-2.7%	-0.7%	1.0%
FH mod	0.4%	2.6%	-6.8%	0.0%	-0.5%	5.7%

Some of the entries so far, as tab-separated lines.
cpd	structure	NTMT1 inh	p53null 32C kill	GALK inh	p53null 39C kill	TSG101-PTAP inh	B2AR arrestin ag	FH mod
30	COc1ccc(NC(=O)c2cc3c(=O)[nH]c4ccccc4c3n2C)cc1Cl	0.6%	4.2%	1.0%	-1.5%	-0.3%	1.0%	5.7%
27	CCCCN(C)C(=O)C1CCC(Cn2c(=O)[nH]c3ccsc3c2=O)CC1 (configuration not stated)	-2.2%	17.3%	0.0%	21.1%	1.8%	0.4%	-6.8%

(list continues)
31. CCN(CC)c1ccc(NC(=O)C2CCN(S(=O)(=O)c3ccc4c(c3)oc(=O)n4C)CC2)c(C)c1
32. COc1ccc(-c2nc(SCC(=O)c3ccc(Br)cc3)n[nH]2)cc1
33. COc1cccc(NC(=O)c2cc(CN3CCOCC3)on2)c1
34. C=CCc1c(C)nc2nc(SCC(=O)Nc3ccccc3CC)nn2c1C
35. O=S(=O)(c1ccc(Br)cc1)c1nc(-c2cccs2)oc1SCc1ccc(F)cc1
36. Cc1cccc(C)c1-n1ncc(C(=O)Nc2ccc3c(c2)OCCO3)c1C1CCN(C(=O)OC(C)(C)C)CC1

entry no.	31	32	33	34	35	36
NTMT1 inh	-13.7%	-5.4%	8.5%	9.2%	1.3%	?
p53null 32C kill	-2.1%	-8.3%	-2.6%	0.3%	2.0%	17.7%
GALK inh	-0.6%	10.0%	-1.4%	-4.7%	0.7%	-5.1%
p53null 39C kill	8.7%	-17.3%	7.7%	25.3%	10.7%	15.0%
TSG101-PTAP inh	-4.9%	1.5%	-6.9%	0.3%	10.1%	-15.7%
B2AR arrestin ag	-1.2%	0.9%	2.8%	3.4%	-0.1%	6.7%
FH mod	2.3%	-9.7%	0.0%	-14.8%	-6.7%	-27.6%

37. O=C(Nc1nc2ccc(S(=O)(=O)N3CCCC3)cc2s1)c1cccc(F)c1
38. Cc1onc(-c2ccccc2Cl)c1C(=O)Oc1cc(F)cc(F)c1
39. Cc1ccc(NC(=O)C2CCCN2S(=O)(=O)c2cccc3nsnc23)c(Br)c1 (configuration not stated)
40. CCc1nn(CCCC(=O)NCc2ccccc2OC)c(=O)c2cc3occc3n12
41. Cc1ccc(NC(=O)C(Cc2ccccc2)NS(=O)(=O)c2cccc3nsnc23)c(C)c1 (configuration not stated)
42. Cc1cccc(C)c1NC(=O)c1cc(S(=O)(=O)N2CCCc3ccccc32)ccc1F

entry no.	37	38	39	40	41	42
NTMT1 inh	8.9%	0.9%	1.3%	2.5%	0.1%	11.8%
p53null 32C kill	2.9%	-22.3%	-4.7%	-2.6%	10.0%	2.7%
GALK inh	0.3%	-1.3%	0.0%	7.3%	-0.6%	-1.3%
p53null 39C kill	-21.0%	26.7%	-12.3%	-26.9%	5.3%	-1.6%
TSG101-PTAP inh	3.7%	-1.9%	-0.2%	0.0%	-0.5%	-2.9%
B2AR arrestin ag	-0.8%	3.3%	0.3%	-2.6%	0.5%	0.8%
FH mod	3.7%	2.7%	-5.2%	-0.5%	-9.1%	-10.5%

43. O=C(COc1ccc(F)cc1)Nc1ccc2nc(SCCOc3ccccc3)sc2c1
44. COc1ccc(N2C(=O)CS(=O)(=O)C23C(=O)N(Cc2ccc(F)cc2)c2ccc(C)cc23)cc1 (configuration not stated)
45. Cc1ccccc1Cn1c(=O)n(CCCCC(=O)NCc2ccc3c(c2)OCO3)c(=O)c2ccccc21
46. CCc1nc(-c2cc(S(=O)(=O)N3CCN(c4ccc(OC)cc4)CC3)ccc2OC)no1
47. CCc1noc(-c2ccc(N3CCC(C)CC3)c([N+](=O)[O-])c2)n1
48. CCCCN(C)C(=O)CCC(=O)NNc1nc2ccccc2c2nc(C)nn12

entry no.	43	44	45	46	47	48
NTMT1 inh	-3.0%	-7.9%	14.7%	-3.4%	-1.3%	5.3%
p53null 32C kill	-3.6%	1.3%	16.7%	9.2%	-2.8%	-3.0%
GALK inh	0.0%	0.5%	-4.2%	3.9%	1.6%	-0.3%
p53null 39C kill	2.9%	-1.5%	-9.0%	-4.9%	-0.6%	14.8%
TSG101-PTAP inh	7.4%	1.2%	-1.5%	5.2%	14.6%	1.6%
B2AR arrestin ag	-3.5%	0.4%	1.0%	-1.5%	-1.1%	0.8%
FH mod	-8.1%	-20.4%	-8.2%	0.9%	-5.0%	6.0%

Some of the compounds tested; the hit share may differ from the screen's.
